High-throughput results: PubChem BioAssay, several laboratories
N-glyco inh: N-linked glycosylation inhibition; reporter increase, % at 12.5 µM; 0.23% of 360,000 active; D54 ERlucT glycosylation luciferase reporter, 24 h; percent of 100 nM tunicamycin response;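 active means mean luciferase reporter signal, scaled so untreated is 0 and the glycosylation-blocking control 100, at or above a set limit in every replicate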;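 further: luciferase carries N-glycosylation sites so blocking glycosylation raises the light; 0% = median of neutral control wells and 100% = median of 100 nM tunicamycin wells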
hiPSC survival: increases survival of single human iPS cells; 0.044% of 360,000 active; hiPSC single-cell survival, ATPlite luminescence; 100% = ROCK inhibitor wells, 0% = DMSO; survival enhancement, % at 20 µM; in the data active means survival enhancement above about 18%;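 further: cells exposed to compounds for 16 hours before the ATP read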
ABHD5-PLIN5 inh: inhibitors of human ABHD5-perilipin-5 interaction; Split G. princeps luciferase complementation, luminescence, 4 h; 0.78% of 360,000 active; inhibition, % at 4 µM;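 active means inhibition above the mean inhibition across every tested compound plus 3 SD, cut at about 22% in these data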;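 further: 0% = DMSO only wells and the 100% control is not disclosed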
MC4R barr agon: agonists of human melanocortin 4 receptor (MC4R) beta-arrestin. AID 540308. P32245. U2OS MC4R beta-arrestin complementation, luminescence; percent of melanotan II response, DMSO zero. 0.98% of 360,000 active. activation, % at 8.9 µM;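 active means activation above a per-plate cutoff, the mean activation of sample wells on that plate plus 3 SD, cut at about 8% in these data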
Target sequence (P32245 whole entry, looked up): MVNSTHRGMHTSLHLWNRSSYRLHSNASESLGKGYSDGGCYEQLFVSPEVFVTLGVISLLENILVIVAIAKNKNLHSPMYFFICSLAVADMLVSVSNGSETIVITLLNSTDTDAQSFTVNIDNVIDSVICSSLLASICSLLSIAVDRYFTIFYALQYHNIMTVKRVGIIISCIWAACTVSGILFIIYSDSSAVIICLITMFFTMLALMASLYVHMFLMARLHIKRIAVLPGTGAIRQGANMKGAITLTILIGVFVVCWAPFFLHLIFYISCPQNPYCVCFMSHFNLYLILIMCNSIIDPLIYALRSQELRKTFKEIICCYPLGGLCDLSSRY
ABCB6 inh 2: blocks the human ABCB6 transporter. Q9NP58. K562-ABCB6 porphyrin accumulation, flow cytometry, 1 h; hits give low values. fluorescence ratio to DMSO, % at 10 µM. 0.19% of 360,000 active;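 active means fluorescence ratio to DMSO below 75%, the collection mean minus 3 SD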;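 further: signal is porphyrin accumulated inside mitochondria; 100% equals median channel fluorescence of DMSO control wells; lower ratio means ABCB6 inhibition with less porphyrin fluorescence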
MC4R antagonist: antagonists of human melanocortin 4 receptor (MC4R); MC4R-expressing cells, MTII-stimulated cAMP, LANCE TR-FRET; inhibition, % at 6.5 µM; 0.48% of 360,000 active;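 active means inhibition above its plate's cutoff, the mean of tested wells on that plate plus 3 SD, cut at about 29% in these data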;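 further: 0% = Melanotan II alone and 100% = Melanotan II plus saturating MCL0020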
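material = U2OS cells stably expressing human melanocortin 4 receptor (MC4R) | also added = Melanotan II challenge | dosing = single nominal compound dose of 6.5 µM | detection = TR-FRET with Eu-cAMP and labeled anti-cAMP, 671 nm | replication = singlicate | timing = compound 30 min, challenge 1 h, detection 1 h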
H9c2 protect: modulators protecting cardiomyocytes from myocardial damage; H9c2 cardiomyocytes, H2O2 injury protection, ATPLite, 2 h; protection from H2O2 cell death, % at 20 µM; 0.63% of 360,000 active;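 active means compounds giving at least 50% protection of heart cells from peroxide-induced death in the single-dose screen, raw or plate-pattern-corrected value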;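 further: 0% = DMSO wells with peroxide and 100% = DMSO wells without peroxide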
aDG glyco act: increases alpha dystroglycan glycosylation; Pro5-aDG cells, alpha-DG glycosylation AlphaScreen (IIH6); 0% Pro5, 100% B10-LARGE cell signal; activation, % at 10 µM; 0.22% of 360,000 active; AID 624168;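 active means activation of at least 8% versus controls, or a plate z-score of at least 8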;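 further: Pro5 are CHO cells carrying HIG-tagged alpha-DG that lacks glycosylation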
Granule exo inh: lytic granule exocytosis inhibition; inhibition, % at 10 µM; 0.66% of 360,000 active; TALL-104 LAMP-1 surface exposure, flow cytometry; cells stimulated with thapsigargin and PMA;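 active means inhibition above about 55%, limit read from the data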
HTR2A ag: agonists of mouse serotonin 5-HT2A receptor (HTR2A). P35363. CHO-K1 mHTR2A beta-arrestin complementation, luminescence; percent of 30 µM serotonin response. activation, % at 7.6 µM. 0.66% of 360,000 active;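 active means activation above a run cutoff, the mean activation of all tested compounds plus 3 SD, cut at about 14% in these data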;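 further: 0% = plate median of compound wells and 100% = 30 µM serotonin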
Target sequence (P35363 whole entry, looked up): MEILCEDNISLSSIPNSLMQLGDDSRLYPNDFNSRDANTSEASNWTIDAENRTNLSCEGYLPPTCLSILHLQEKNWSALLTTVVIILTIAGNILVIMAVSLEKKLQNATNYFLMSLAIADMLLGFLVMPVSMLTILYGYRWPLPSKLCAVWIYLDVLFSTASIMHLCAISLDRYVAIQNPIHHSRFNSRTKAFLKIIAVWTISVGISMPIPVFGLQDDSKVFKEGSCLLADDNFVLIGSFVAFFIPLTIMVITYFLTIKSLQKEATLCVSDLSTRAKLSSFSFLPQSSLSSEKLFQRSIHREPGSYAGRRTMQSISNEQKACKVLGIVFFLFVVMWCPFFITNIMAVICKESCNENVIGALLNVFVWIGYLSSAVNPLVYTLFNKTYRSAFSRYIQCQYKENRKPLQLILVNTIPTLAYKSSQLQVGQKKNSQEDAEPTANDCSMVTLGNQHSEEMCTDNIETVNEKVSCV
* hit, by the source's call; . = not tested or not shown.

SMILES	N-glyco inh	hiPSC survival	ABHD5-PLIN5 inh	MC4R barr agon	ABCB6 inh 2	MC4R antagonist	H9c2 protect	aDG glyco act	Granule exo inh	HTR2A ag
CC(C)Cc1nnc(NC(=O)c2cccc(S(=O)(=O)N3CCOCC3)c2)s1	1	0.0	3	-4.0	96	-7	8	0.5	0	4
Nc1c(-c2ccccn2)cnn1-c1nc(-c2ccc(F)cc2)cs1	0	-0.2	2	9.7*	95	-1	0	-0.1	-4	8
Cc1cccc2sc(NS(C)(=O)=O)nc12	1	-2.0	-2	-3.5	101	4	5	-0.3	-4	-3
Oc1ccc(N2CCN(Cc3cc4c(cc3Br)OCCO4)CC2)cc1	-1	0.2	12	1.2	92	1	-5	-0.3	-1	-15
O=C(CSc1c2c(nc3ccccc13)CCC2)N1CCCC1	-1	-1.7	3	-0.8	100	26	8	0.5	-4	2
COc1ccc(NC(=O)CSc2ccc3nnc(-c4ccccn4)n3n2)c(OC)c1	4	1.1	-1	-3.2	93	2	5	-0.4	-3	-2
O=C(COC(=O)c1cc(S(=O)(=O)N2CCCC2)ccc1O)NCc1ccccc1	2	0.4	-12	-2.9	96	7	4	-0.2	-6	-10
CCn1c(SCc2ccccc2)nc2cc(OC)c(OC)cc2c1=O	-3	0.0	-2	-0.9	96	2	4	-0.1	24	0
Cc1cccc(NC(=O)c2nc[nH]c2C(=O)NCCN(CCNC(=O)c2[nH]cnc2C(=O)Nc2cccc(C)c2)CCNC(=O)c2[nH]cnc2C(=O)Nc2cccc(C)c2)c1	-2	3.3	-32	-0.3	94	-4	8	-0.4	-3	-2
CN(CC1CCCN(CCc2ccc(Cl)cc2)C1)C(=O)C(=O)c1ccco1 (stereo not drawn)	-1	-0.6	-4	-1.7	90	-2	-1	0.1	-1	-8
C/C(CC(=O)N1CCN(C=O)CC1)=N\NC(=O)c1ccc([N+](=O)[O-])cc1	-1	-0.5	-5	0.1	94	4	4	-0.1	-9	-2
O=[N+]([O-])c1cccc(-c2csc(CS(=O)(=O)Cc3ccco3)n2)c1	-2	1.1	6	-0.7	97	12	2	-0.1	-3	-3
CCOC(=O)N1CCN(C(=O)C2CCCN(c3nc4ccc(OCC)cc4s3)C2)CC1 (stereo not drawn)	-2	1.9	1	-0.6	104	8	1	0.0	2	3
CC1=[N+]([O-])C(C)(C)N(O)C1(C)C	1	0.4	-2	-0.6	101	-3	5	0.1	0	3
CC(=O)Nc1sc2c(c1C(N)=O)CCCC2	2	0.1	-7	2.3	97	-5	15	-0.3	-1	6
CC1CCN(CC(=O)Nc2cccc(Cl)c2)CC1	-1	0.3	0	-0.8	91	18	5	0.6	-3	-5
CSc1cc(N2CCOCC2)nc(-c2ccccc2Cl)n1	1	-1.5	3	-2.7	99	3	-4	-0.1	-1	-2
COc1ccc(/C=N\NC(=O)c2ccccc2OC)cc1COc1ccccc1C	2	-0.2	0	-1.9	90	2	17	0.1	3	-3
CCCC(C)C(=O)Nc1ccncc1 (stereo not drawn)	0	3.3	9	-0.5	95	2	-3	0.0	3	2
O=C(Nc1ccn(Cc2ccccc2)n1)c1cccc(Cn2cc([N+](=O)[O-])cn2)c1	-3	-0.4	3	-2.2	95	6	-15	1.1	18	0
CCOC(=O)c1ccc(NC(=O)Nc2ccc3c4c(cccc24)C(=O)N3CC)cc1	4	-1.0	-3	-0.7	117	16	-18	0.3	7	-2
O=C(CCl)N(CCCNC(=O)C(F)(F)F)c1ccc([N+](=O)[O-])cc1	10	-0.6	7	13*	100	8	1	-0.2	-1	1
CCCC(=O)N1CCN(c2ccc(NC(=O)C(C)(C)C)cc2)CC1	-5	7.2	-1	-2.5	94	-8	6	0.0	-5	-4
COc1ccc(S(=O)(=O)N2CCc3ccccc3C2)cc1	-2	-1.6	-4	-3.1	96	4	-15	-0.1	-3	-5
O=C(Cn1cnc2c(NC(=O)OCc3ccccc3)ncnc21)NCCN1CCOCC1	2	-1.1	-8	-2.5	97	-1	4	-0.3	-10	-2
CCN(CC)S(=O)(=O)c1cc(NC(=O)CN2C(=O)NC3(CCCc4ccccc43)C2=O)ccc1C (stereo not drawn)	11	-1.0	-2	-2.8	90	8	1	-0.6	1	4
Oc1ccc(/C=N/Nc2ccc(C(F)(F)F)cn2)cc1	-6	-0.4	-4	0.2	104	0	-24	0.5	-1	-8
Oc1ccc2ccccc2c1/C=N/c1nccs1	3	0.8	-4	-0.5	95	-6	5	-0.1	9	3
Cc1ccccc1C(=O)Nc1cccc(NC(=O)c2ccc(-c3ccc(Br)cc3)o2)c1	-1	-2.9	2	-1.0	97	-1	11	0.3	-1	0
COc1cccc(-c2cnc(C(O)c3cc(C)ccc3C)[nH]2)c1 (stereo not drawn)	1	-1.0	2	-1.0	100	-2	-3	-0.3	-8	6
COc1ccc(NCC(=O)N2CCCC2)cc1Cl	1	2.2	-7	-2.7	105	7	3	-0.4	0	-6
Cn1c(SCC(=O)N2CCc3ccccc32)nnc1-c1ccc(S(=O)(=O)N2CCCC2)cc1	-2	-0.9	-1	1.7	101	20	6	0.2	7	6
COC(=O)c1ccc(NC(=O)c2ccccc2-c2ccccc2C(=O)O)cc1	0	0.3	-2	-1.1	108	16	12	-0.1	-2	-1
Cc1ccc(S(=O)(=O)Nc2cc(C(=O)O)ccc2N2CCCCC2)cc1	-1	-1.3	2	-1.6	99	2	4	-0.2	1	-3
O=C(Cc1c(F)cccc1Cl)NNC(=O)c1ccccc1Cl	-2	-2.6	2	-1.0	90	2	-3	0.2	7	0
CCOC(=O)c1ccc(NC(=O)C2=C(C)Nc3nc(CCCO)nn3C2c2ccc(OC)cc2)cc1 (stereo not drawn)	1	-0.5	-4	-0.3	93	-1	14	-0.2	0	0

Shown with values under each structure: part of the list above.
Below each SMILES – N-glyco inh | hiPSC survival | ABHD5-PLIN5 inh | MC4R barr agon | ABCB6 inh 2 | MC4R antagonist | H9c2 protect | aDG glyco act | Granule exo inh | HTR2A ag
> COc1ccc(/C=N\NC(=O)c2ccccc2OC)cc1COc1ccccc1C
→ 2 | -0.2 | 0 | -1.9 | 90 | 2 | 17 | 0.1 | 3 | -3
> CCCC(C)C(=O)Nc1ccncc1 (stereo not drawn)
→ 0 | 3.3 | 9 | -0.5 | 95 | 2 | -3 | 0.0 | 3 | 2

Going on with the list.
SMILES	N-glyco inh	hiPSC survival	ABHD5-PLIN5 inh	MC4R barr agon	ABCB6 inh 2	MC4R antagonist	H9c2 protect	aDG glyco act	Granule exo inh	HTR2A ag
CC(=O)Nc1cccc(-c2csc(C(O)c3ccc(F)c(F)c3)n2)c1 (stereo not drawn)	-3	1.3	2	-1.3	95	4	-2	0.3	-8	2
CN1CCN(c2ccc([N+](=O)[O-])cc2/C=N/NC(=O)c2ccc(F)cc2)CC1	-2	-0.7	3	-1.1	98	-1	31	-0.4	-4	-1
CCCCN(C(=O)c1cc(CN2C(=O)c3ccccc3C2=O)ccc1OC)c1c(N)n(CC(C)C)c(=O)[nH]c1=O	3	0.1	6	-2.5	98	-3	-1	0.2	2	2
Cc1nc2ccccn2c1C(=O)CSc1cccc(Cl)c1	-4	-2.0	4	-5.1	95	2	-17	0.5	0	-4
CCCc1cc2c(=O)c(-c3ccc4c(c3)OCCO4)coc2cc1OC(=O)c1ccco1	0	-2.6	5	-0.3	97	17	-20	0.1	1	0
Cc1cc(OCC(=O)Nc2ccccc2F)nc(C(C)C)n1	-1	4.2	-13	0.6	108	10	0	-0.1	2	4
Cc1ccsc1-c1nc(CN2CCN(C)C(=O)[C@@H]2C)c(C)o1	-1	-0.4	6	-1.8	91	0	5	0.1	-1	1
CCC1CCCCN1CCCNC(=O)c1ccc2c(=O)n(Cc3ccc(OC)cc3)c(=O)[nH]c2c1 (stereo not drawn)	-2	-1.7	9	0.0	103	17	21	0.3	3	-8
Cn1c(SCC(=O)NC(=O)NCc2ccco2)nnc1C(F)(F)F	1	-2.8	1	-1.2	100	10	-3	0.0	5	4
c1ccc(C(c2ccccc2)N2CCN(Cc3nnnn3C3CCCCC3)CC2)cc1	-3	1.4	7	-0.8	95	11	5	0.1	2	0
CCCOc1ccc(C(CC(=O)O)NC(=O)Cc2ccccc2)cc1 (stereo not drawn)	2	-0.4	-1	-1.3	99	-5	5	0.0	-7	2
O=C(NC(NC(=S)Nc1ccccc1O)C(Cl)(Cl)Cl)c1ccco1 (stereo not drawn)	4	0.3	-4	-3.0	99	7	6	0.0	0	0
O=C(NCc1nnnn1-c1ccc(F)cc1)c1ccc(S(=O)(=O)N2CCOCC2)cc1	2	-2.1	-9	0.7	101	16	0	0.0	-1	2
CCOC(=O)CNC(=O)c1sc(NC(=O)/C=C/c2ccccc2)nc1C	0	-0.5	-2	3.0	100	-1	1	0.0	4	2
COc1cc(S(=O)(=O)N2CCN(c3ccccc3)CC2)ccc1F	-2	0.6	3	-2.3	100	14	-15	0.2	-2	1
CNC(=S)N(CCO)Cc1cc2cc3c(cc2[nH]c1=O)OCCO3	2	-0.5	-5	-1.3	103	10	-2	0.0	4	-2
CCN(CC)S(=O)(=O)c1cccc(NC(=O)c2ccc(C#N)cc2)c1	0	-0.4	-7	1.9	99	13	-6	0.6	7	-3
Cc1c(C(=O)NCCCN2CCOCC2)oc2c1C1(CCC2)SCCS1	-1	4.7	0	1.7	107	18	13	-0.2	2	-3
O=C(/C=C/Nc1ccccc1)c1ccccc1	-19	-4.1	0	-1.2	100	-2	-30	-0.1	-7	-1
COc1ccc(S(=O)(=O)N2CCN(C)CC2)cc1NC(=O)c1ccccc1F	2	-0.2	6	-0.4	94	-2	-3	0.1	-21	7
O=C(NC(=O)c1ccc(C(F)(F)F)cc1)Nc1ccc(-c2cnco2)cc1	-3	-0.4	3	-0.5	98	11	-5	0.2	-4	3
COc1ccccc1Cn1cccc1C=O	0	0.1	-2	-2.8	105	-3	3	1.0	0	2
CCCCCCN(C(=O)CCCN1C(=O)NC(c2ccc(-c3ccccc3)cc2)C(C(=O)OCc2ccccc2)=C1C)C(C)C(=O)NCCCC (stereo not drawn)	-7	0.3	1	0.2	98	3	12	-0.1	3	-2
COc1ccccc1Cc1nc(-c2ccc(Br)o2)no1	-2	-0.1	0	1.6	95	6	-10	0.0	-1	0
Cc1onc(-c2ccccc2Cl)c1C(=O)Nc1sc2c(c1C(N)=O)CCC(C)C2 (stereo not drawn)	-1	2.1	-6	-0.7	98	5	8	0.2	-1	-6
COC(=O)[C@]12CCCCC=C1N(Cc1cccc3ccccc13)C(=O)[C@H](CC(=O)N1CCCC1)C2	.	0.1	-3	.	101	.	.	0.4	9	2
COC(=O)c1sccc1NS(=O)(=O)c1ccccc1[N+](=O)[O-]	2	2.1	3	-1.1	97	11	1	0.1	-9	-4
COc1cc(OC)c(NC(=O)c2cccc(F)c2)cc1Cl	3	4.9	-5	-0.2	100	-2	-2	0.1	-6	-2
COc1cccc(OC)c1C(=O)N1CCN(C(=O)c2ccc(-c3ccccc3)cc2)CC1	-2	0.7	0	-3.7	97	0	-7	-0.1	-2	-6
CCOc1cc(C(=O)Oc2cc(C)[nH]c(=O)c2[N+](=O)[O-])cc(OCC)c1OCC	2	-0.5	-2	0.2	106	5	0	-0.2	0	-3
N#Cc1ccccc1S(=O)(=O)N1CCNS(=O)(=O)c2ccccc21	2	1.1	3	-2.2	102	-1	1	-0.2	3	-4

This is a random part of the collection. Share with any hit: about 4.5%.
